# Screens: PubChem, several laboratories
# NS3 helicase inh = blocks Hepatitis C virus NS3 helicase unwinding; NS3 helicase DNA unwinding, Cy5 molecular beacon fluorescence; inhibition, % at 10.9 µM; 290,000 compounds, 0.56% hits;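 active = inhibition above the mean of all tested compounds plus 3 SD, set per campaign, cut at about 35% in these data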;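 note: 0% = DMSO wells and 100% = thioflavine S control wells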
#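 Material: hepatitis C virus NS3 helicase domain fragment enzyme; measured by: Cy5 fluorescence, 0 and 60 min reads; control set: DMSO and thioflavine S; incubation: 60 min unwinding reaction at 25 °C after ATP addition; read-out basis: % inhibition from 60/0 min fluorescence ratio, DMSO 0%, thioflavine S 100%; repeats: singlicate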
# GalR3 antagonist = blocks the human galanin receptor 3; AID 651719; O60755; inhibition, % at 3 µM; 360,000 compounds, 0.44% hits; HEK293 GalR3-CNG cAMP membrane potential fluorescence; galR3 body fused to GalR1 C-terminus;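 active = inhibition above the screen-wide average plus 3 SD, cut at about 13% in these data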;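 note: forskolin and galanin both at EC90 stimulate the cells; cAMP rise reported by CNG channel membrane potential dye signal; 0% = forskolin plus galanin with DMSO and 100% = forskolin alone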
# Target sequence (O60755 1-299 limits assumed): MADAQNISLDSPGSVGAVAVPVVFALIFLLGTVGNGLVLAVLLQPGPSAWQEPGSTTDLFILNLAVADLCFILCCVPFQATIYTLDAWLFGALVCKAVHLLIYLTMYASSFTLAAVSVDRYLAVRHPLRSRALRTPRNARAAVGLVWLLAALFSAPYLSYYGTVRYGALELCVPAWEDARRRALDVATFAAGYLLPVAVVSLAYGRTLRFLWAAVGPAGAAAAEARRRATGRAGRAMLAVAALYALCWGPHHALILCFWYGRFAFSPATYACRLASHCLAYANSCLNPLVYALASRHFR
# IDE cell inh = cellular human IDE inhibition; inhibition, % at 5.59 µM; P14735; 320,000 compounds, 0.41% hits; AID 434962; HEK cells, FAbetaB cleavage, fluorescence polarization;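 active = percent inhibition above the average of all tested compounds plus 3 SD, set per screening campaign, cut at about 16% in these data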;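 note: IDE supplied by intact live HEK cells; FP after avidin binding of uncleaved biotin substrate so inhibition keeps polarization high; 0% = DMSO wells and 100% = 60 µM reference IDE inhibitor Ii1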
# CRFR2-BP antag = antagonists of CRF-binding protein/CRF-R2 receptor complex; inhibition, % at 11.8 µM; HEK293 CRF-R2/CRF-BP, CRF-induced calcium fluorescence; AID 588475; 350,000 compounds, 0.59% hits;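 active = inhibition of the ligand-induced calcium signal above about 50% at the single tested concentration, limit read from the data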
# IDE act = IDE (human) activation, cell-based. P14735. HEK cells, FAbeta-B cleavage, fluorescence polarization; 0% vehicle, 100% cell-free pure enzyme wells. activation, % at 5.96 µM. 340,000 compounds, 0.073% hits;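 active = activation above the mean of all tested compounds plus 3 SD, set per screening campaign, cut at about 17% in these data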
# pCIP destab = lowers stability of the mouse p/CIP coactivator protein | Q05BA5 | F442A p/CIP-EGFP cells, EGFP fluorescence, 16 h | decrease of EGFP signal, % at 10 µM | 290,000 compounds, 0.01% hits;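 active = EGFP signal decrease of at least 30% at 10 µM or well 3 SD below plate mean, unless failing retest; inactive = the rest, including hits failing retest or dose response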; note: some compounds called inactive have numbers as strong as hits; many of its hits are not listed in these tables
# IMP-1 inh = inhibitors of Pseudomonas aeruginosa IMP-1 metallo-beta-lactamase | purified IMP-1, nitrocefin hydrolysis, epi-absorbance fluorescence | inhibition, % at 5.6 µM | 290,000 compounds, 0.45% hits;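 active = inhibition above the mean plus 3 SD of all compounds in the same screening run, cut at about 4.5% in these data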;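 note: 0% = IMP-1 with DMSO and 100% = DMSO wells lacking enzyme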
#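 System: Purified recombinant IMP-1 metallo-beta-lactamase enzyme | Measured by: Fluorescence quenching readout, ex 480/em 530 nm | Replication: Singlicate | Incubation: 15 min preincubation plus 25 min reaction at 25 °C | Evaluation: Percent inhibition from optical density relative to buffer-blank wells | Benchmarks: DMSO with and without IMP-1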
# VIM-2 inhibitor = blocks Pseudomonas aeruginosa VIM-2 metallo-beta-lactamase | purified VIM-2, nitrocefin hydrolysis, epi-absorbance fluorescence | inhibition, % at 5.6 µM | 290,000 compounds, 0.89% hits | AID 1527;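 active = inhibition above the mean of all tested compounds plus 3 SD, cutoff set per screening run, cut at about 7.5% in these data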;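 note: red hydrolysis product quenches plate fluorescence so inhibitors raise well fluorescence; 0% = enzyme with DMSO and 100% = DMSO without enzyme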
# UBC9 SUMO inh = SUMOylation inhibition; P63279; HTRF SUMOylation assay, SAE1/SAE2 + UBC9, in vitro; inhibition, % at 35 µM; 290,000 compounds, 0.36% hits; AID 2006; in the data active = inhibition above about 50%, passing the limit was not always enough; note: strong numbers were not always called active
# Target sequence (P63279 whole entry, looked up): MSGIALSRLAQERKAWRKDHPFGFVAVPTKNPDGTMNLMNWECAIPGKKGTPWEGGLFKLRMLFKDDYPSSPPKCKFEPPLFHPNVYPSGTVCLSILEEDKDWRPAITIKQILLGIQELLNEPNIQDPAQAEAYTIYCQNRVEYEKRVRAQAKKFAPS
# Starred values were filed as active, the others as inactive; · = no result given.
(1) CCOc1ccc(N(CC)C(=O)c2cn(CC)c(=O)c3cc(OC)c(OC)cc23)cc1
(2) N#Cc1cnc(SCC(=O)NNC(=O)COc2cccc3ccccc23)nc1N
(3) O=C(NC(Cc1ccccc1)C(=O)O)c1ccccc1 (stereo not drawn)
(4) O=C1OCc2ccc(NC(=O)C3CCCCC3)cc21
(5) CC(C)c1cccc(OCC(=O)Nc2ccc(S(=O)(=O)Nc3ccccn3)cc2)c1
(6) Nc1ccc2nn(-c3ccc(Cl)cc3)nc2c1
(7) CC(Oc1ccccc1)C(=O)Nc1c2c(nn1-c1ccccc1)CS(=O)(=O)C2 (stereo not drawn)
(8) COc1ccccc1CN(Cc1cc2cc(C)cc(C)c2[nH]c1=O)Cc1nnnn1CC1CCCO1 (stereo not drawn)

entry no.	1	2	3	4	5	6	7	8
IMP-1 inh	-1.7	2.0	-3.1	0.5	-1.8	-1.7	-2.0	-4.0
VIM-2 inhibitor	0.1	-3.3	-1.1	-3.1	-3.1	0.7	-2.1	-2.7
UBC9 SUMO inh	-12	-1	-13	4	15	15	15	-11
GalR3 antagonist	-9	-7	-5	-8	-8	-5	0	4
NS3 helicase inh	-10	-8	10	-2	-12	1	-2	1
IDE cell inh	-4	6	5	1	-15	4	-5	-1
pCIP destab	0	-4	-4	-1	-17	-13	-4	12
IDE act	2	2	2	2	3	-1	5	3
CRFR2-BP antag	4	-2	8	-61	-20	-7	-3	0

# Five entries drawn at random from the list so far:
(6) Nc1ccc2nn(-c3ccc(Cl)cc3)nc2c1
(5) CC(C)c1cccc(OCC(=O)Nc2ccc(S(=O)(=O)Nc3ccccn3)cc2)c1
(4) O=C1OCc2ccc(NC(=O)C3CCCCC3)cc21
(3) O=C(NC(Cc1ccccc1)C(=O)O)c1ccccc1 (stereo not drawn)
(1) CCOc1ccc(N(CC)C(=O)c2cn(CC)c(=O)c3cc(OC)c(OC)cc23)cc1

entry no.	6	5	4	3	1
IMP-1 inh	-1.7	-1.8	0.5	-3.1	-1.7
VIM-2 inhibitor	0.7	-3.1	-3.1	-1.1	0.1
UBC9 SUMO inh	15	15	4	-13	-12
GalR3 antagonist	-5	-8	-8	-5	-9
NS3 helicase inh	1	-12	-2	10	-10
IDE cell inh	4	-15	1	5	-4
pCIP destab	-13	-17	-1	-4	0
IDE act	-1	3	2	2	2
CRFR2-BP antag	-7	-20	-61	8	4

# Remaining list, next part
(9) Cc1ccc(S(=O)(=O)N2CCCCC2)c2nsnc12
(10) O=C(c1cc(COc2ccc3c(c2)CCCC3)on1)N1CCCC1
(11) COc1cccc(C2c3c(oc4ccc(Cl)cc4c3=O)C(=O)N2c2cc(C)on2)c1OC (stereo not drawn)
(12) COc1ccccc1CNS(=O)(=O)c1cccc(S(=O)(=O)N2CCOCC2)c1
(13) CN(CC(=O)Nc1cc(Cl)cc(Cl)c1)Cc1cccs1
(14) CC1CN(C(=O)COC(=O)c2cccc(NS(=O)(=O)c3ccccc3)c2)CC(C)O1 (stereo not drawn)
(15) CCCCCOc1ccc(NC(=O)C(=O)NCCC2=CCCCC2)cc1
(16) CN1CCN(c2nc(-c3cc4ccccc4o3)cs2)CC1

entry no.	9	10	11	12	13	14	15	16
IMP-1 inh	-1.5	-3.0	-3.4	-2.5	-4.7	·	-3.0	-1.5
VIM-2 inhibitor	-2.2	-2.1	-0.5	-2.6	-2.5	·	-2.4	1.7
UBC9 SUMO inh	17	-1	22	-20	-7	·	6	6
GalR3 antagonist	-9	1	-6	-2	-8	-3	·	1
NS3 helicase inh	5	-7	0	-5	-5	·	-1	-17
IDE cell inh	3	3	-1	2	1	5	0	1
pCIP destab	-11	-12	-4	62	-9	·	-3	3
IDE act	4	-4	2	3	5	4	-2	4
CRFR2-BP antag	-4	·	6	-1	-7	-6	7	14

(17) O=C(c1ccc(Cl)c(S(=O)(=O)N2CCOCC2)c1)N(Cc1nnc(-c2ccccc2Cl)o1)C1CC1
(18) CCCCN(C)C(=O)c1cn(C)c2ccc(S(=O)(=O)N(C)C)cc2c1=O
(19) COc1c2c(nc3ccccc13)OC(C(C)(O)CO)C2 (stereo not drawn)
(20) CC(C)NS(=O)(=O)c1ccc(NC(=S)NC(=O)c2ccc(-c3ccccc3)cc2)cc1
(21) CC(C)(C)[C@@H]1COC(=O)[C@H](Cc2ccc(F)cc2)C/C=C\C[C@H](CC(=O)N(CCO)Cc2ccccc2)C(=O)N1
(22) CCN(c1ccccc1)S(=O)(=O)c1cccc(C(=O)NCC(c2ccco2)N2CCCC2)c1 (stereo not drawn)
(23) Clc1ccc(-c2cn3c(n2)CCC3)cc1
(24) S=c1[nH]c2ncccc2o1

entry no.	17	18	19	20	21	22	23	24
IMP-1 inh	·	-3.8	-4.1	-1.7	·	-1.6	-0.8	-4.5
VIM-2 inhibitor	·	-4.8	-5.5	-3.4	·	-2.0	-3.0	0.2
UBC9 SUMO inh	·	-1	12	21	·	8	13	8
GalR3 antagonist	-2	2	-10	-7	-7	-2	0	4
NS3 helicase inh	·	1	2	7	·	-2	-2	-3
IDE cell inh	6	1	-4	39*	5	-3	13	3
pCIP destab	·	-6	4	-15	·	-6	-19	-6
IDE act	2	7	-1	-49	0	7	-7	-1
CRFR2-BP antag	-14	6	-5	-14	3	1	0	-4

# Of the compounds above, these have a furan ring, fused or not.
(16) CN1CCN(c2nc(-c3cc4ccccc4o3)cs2)CC1
(22) CCN(c1ccccc1)S(=O)(=O)c1cccc(C(=O)NCC(c2ccco2)N2CCCC2)c1 (stereo not drawn)

entry no.	16	22
IMP-1 inh	-1.5	-1.6
VIM-2 inhibitor	1.7	-2.0
UBC9 SUMO inh	6	8
GalR3 antagonist	1	-2
NS3 helicase inh	-17	-2
IDE cell inh	1	-3
pCIP destab	3	-6
IDE act	4	7
CRFR2-BP antag	14	1

# Next section.
(25) CCOC(=O)C(CC)n1nc(C)n2c(cc3occc32)c1=O (stereo not drawn)
(26) C=CCN(c1ccccc1)S(=O)(=O)c1cccc(C(=O)N2CC(C)CC(C)C2)c1 (stereo not drawn)
(27) O=C(CSc1nc2ccccc2[nH]1)NCc1ccc(F)cc1
(28) Cc1ccc(S(=O)(=O)n2ccc3c(OCCOCCSCC(NC(=O)OC(C)(C)C)C(=O)O)cccc32)cc1 (stereo not drawn)
(29) O=c1[nH]c([N+](=O)[O-])nn1C(c1ccccc1)c1ccccc1
(30) CCOC(=O)N1CCC(=NNc2ncc(C(F)(F)F)cc2Cl)CC1
(31) COc1cccc(OCc2cc(C(=O)N(C)C3CC(C)(C)NC(C)(C)C3)no2)c1
(32) Cc1ccc(C)c(C(=O)CSc2nc(C)cc(=O)[nH]2)c1

entry no.	25	26	27	28	29	30	31	32
IMP-1 inh	-4.6	-3.1	-2.4	-1.4	-2.2	-4.0	1.0	-0.9
VIM-2 inhibitor	-6.2	-3.9	-1.8	-1.9	-2.7	-3.4	2.1	-1.1
UBC9 SUMO inh	15	-5	1	4	-5	-2	6	6
GalR3 antagonist	-7	-4	-3	-11	-8	1	-7	-2
NS3 helicase inh	2	-14	9	-66	11	1	-10	5
IDE cell inh	1	-2	-1	1	2	0	5	-5
pCIP destab	-11	4	0	-13	-7	-29	4	-4
IDE act	9	-3	4	5	5	1	3	3
CRFR2-BP antag	2	12	-9	22	7	10	-5	8

(33) CCOc1ccccc1OCCC(=O)Nc1ccc2c(c1)OCO2
(34) CC(=O)Nc1cc(-c2ccccc2)nn1Cc1ccc(Cl)cc1
(35) CC(C)c1ccc(OCc2nnc(SCC(=O)N3CCCCC3)o2)cc1
(36) O=C(CNC1CCCCCC1)Nc1ccc(N2CCCC2)cc1
(37) O=C1CSC(c2ccccc2)N1c1ccccc1F (stereo not drawn)
(38) CCCCn1cnc2sc3c(c2c1=N)CCCC3
(39) CSc1nnc2c(n1)[nH]c1c(C)cccc12
(40) COC(=O)c1ccc(NC2CC(=O)N(c3ccccc3C)C2=O)cc1 (stereo not drawn)

entry no.	33	34	35	36	37	38	39	40
IMP-1 inh	·	-2.2	-0.8	-2.3	-1.9	-1.0	-1.7	-2.4
VIM-2 inhibitor	·	-2.2	-3.2	-0.6	-1.3	-1.1	5.9	-1.2
UBC9 SUMO inh	·	11	9	-8	-9	7	8	-16
GalR3 antagonist	-4	-11	-13	·	-11	-7	-14	5
NS3 helicase inh	·	-4	2	-24	7	6	4	2
IDE cell inh	1	0	4	-1	2	0	-5	-6
pCIP destab	·	-11	-23	-2	-5	-1	3	-10
IDE act	3	-4	5	·	-2	-1	-6	-2
CRFR2-BP antag	-3	25	-9	·	10	-18	-3	1

(41) C[C@@H]1CCC(=O)N(CC[C@H](Sc2ccc(Br)cc2)c2ccccc2)CC1
(42) NC1=NS(=O)(=O)NC1c1ccc(Br)cc1 (stereo not drawn)
(43) O=C(Cn1cnc2c(nnn2Cc2ccc(F)cc2)c1=O)N1CCN(c2ccccc2)CC1
(44) CCOC(=O)c1ccccc1NC(=O)Cn1cnc2c1c(=O)n(C)c(=O)n2C
(45) Cc1cccc(-n2ncc3c2CCCC3NC(=O)CC(F)(F)F)c1C (stereo not drawn)
(46) COCCNC(=O)C(c1ccc(O)cc1)N(Cc1ccccc1)C(=O)CCC(=O)Nc1nccs1 (stereo not drawn)
(47) CC1CC(C)CN(C(=O)C2CCC(CNS(=O)(=O)c3ccccc3)CC2)C1 (stereo not drawn)
(48) COc1ccc(C(=O)CSc2nnc(Cn3nnc4ccccc43)n2C)cc1

entry no.	41	42	43	44	45	46	47	48
IMP-1 inh	·	-2.7	-3.1	-1.8	0.0	-0.8	-3.3	-2.9
VIM-2 inhibitor	·	-1.4	-3.9	-1.1	-1.5	-1.8	-4.2	-2.8
UBC9 SUMO inh	·	4	-7	-26	-5	7	-1	9
GalR3 antagonist	4	-3	-6	-1	4	-4	-8	1
NS3 helicase inh	·	-2	-3	0	14	-6	5	-5
IDE cell inh	4	-3	1	2	0	0	-3	-4
pCIP destab	·	-4	-4	-5	0	-8	-3	-13
IDE act	2	0	-6	0	-2	-1	0	4
CRFR2-BP antag	0	30	-39	5	6	-5	-5	-11

(49) C[C@H](NC(=O)OC(C)(C)C)C(=O)N/N=C/C1=Cc2ccccc2OC1
(50) CCOc1ccc(CN(C)CC(=O)Nc2cc(OC)c([N+](=O)[O-])cc2C)cc1
(51) CC(c1ccccc1)C(CC(=O)O)C(=O)Nc1ccc(Cl)c(Cl)c1 (stereo not drawn)
(52) Cc1noc(C(=O)N2CCN(Cc3ccc4c(c3)OCO4)CC2)c1Cl
(53) Cc1cccc(C)c1OCc1nnc(NC(=O)CSc2ccc(Cl)cc2)s1

entry no.	49	50	51	52	53
IMP-1 inh	-0.8	-1.3	1.0	-2.9	-2.6
VIM-2 inhibitor	-1.2	-0.9	-1.0	-2.2	-0.1
UBC9 SUMO inh	10	-11	1	5	12
GalR3 antagonist	-2	2	-11	5	-3
NS3 helicase inh	22	-3	18	-5	-2
IDE cell inh	0	4	3	2	-2
pCIP destab	5	5	3	-10	-43
IDE act	5	-3	-2	7	-3
CRFR2-BP antag	0	36	1	0	-46

# This is a random part of the collection; 3.2% or so of the library scored in one or more.
